hgDAF12 agonist – activates the H. glycines DAF-12 receptor ligand-binding domain; HEK293 GAL4-hgDAF12 UAS-luciferase reporter, agonist luminescence; normalized to butyrate control; activation, % at 6.8 µM; 370,000 tested, 1.8% active; AID 687014;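 active = activation above a cutoff set at the mean of all screened compounds plus 3 SD, cut at about 10% in these data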;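 note: 0% = DMSO wells and 100% = sodium butyrate wells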
GC-B act – GC-B (human) receptor activation; P20594; HEK293-GC-B cells, CNP EC30, cGMP TR-FRET; 0% at EC30 CNP, 100% saturating CNP; activation, % at 10 µM; 370,000 tested, 0.11% active;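 active = activation at 10 µM reaching about 35% in either raw or pattern-adjusted values, limit read from the data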
ssDAF12 agonist – activators of S. stercoralis DAF-12 nuclear receptor | AID 652126 | 370,000 tested, 1% active | HEK293 ssDAF-12/GRIP1 lit1-tk-luc reporter, luminescence; % of 3 µM dafachronic acid response | activation, % at 6.8 µM;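 active = activation above the mean over all tested compounds plus 3 SD, cut at about 0.9% in these data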;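 note: 0% = DMSO-only wells and 100% = 3 µM delta7-dafachronic acid wells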
proKLK7 act – activates the human kallikrein-7 zymogen | P49862 | purified proKLK7, EDANS-DABCYL substrate fluorescence; 100% is mature enzyme control, 0% vehicle | activation, % at 7 µM | 370,000 tested, 0.9% active;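 active = activation above the mean of all tested compounds plus 3 SD, computed per campaign excluding outliers beyond control limits, cut at about 13% in these data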
Target sequence (P49862 whole entry, looked up): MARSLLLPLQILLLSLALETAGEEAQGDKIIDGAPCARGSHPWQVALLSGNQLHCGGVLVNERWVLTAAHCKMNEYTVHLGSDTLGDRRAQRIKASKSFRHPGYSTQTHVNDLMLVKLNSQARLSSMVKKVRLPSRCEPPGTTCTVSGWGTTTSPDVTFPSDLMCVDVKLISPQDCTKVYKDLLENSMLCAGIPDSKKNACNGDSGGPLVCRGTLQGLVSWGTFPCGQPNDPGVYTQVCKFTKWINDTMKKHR
hcDAF-12 act – activates DAF-12 receptor from parasite H. contortus; HEK293 hcDAF-12 lit1-tk-luc reporter, luminescence; 0% DMSO, 100% Δ7-dafachronic acid; activation, % at 6.8 µM; 370,000 tested, 1.4% active; AID 652067;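 active = activation above the mean of all tested compounds plus 3 SD, cut at about 5.5% in these data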;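 note: 100% = response to 3 µM Δ7-dafachronic acid high control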
HGIII-sPLA2 inh – Blocks human group III sPLA2 activity. QFRET BODIPY PC-A2 liposome hydrolysis, fluorescence. inhibition, % at 12.2 µM. 370,000 tested, 0.56% active. Q9NZ20;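 active = inhibition above mean plus 3 SD of compounds lying within the high and low control bounds, cut at about 19% in these data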;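 note: 0% = median of test compound wells and 100% = no enzyme DMSO wells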
Target sequence (Q9NZ20 whole entry, looked up): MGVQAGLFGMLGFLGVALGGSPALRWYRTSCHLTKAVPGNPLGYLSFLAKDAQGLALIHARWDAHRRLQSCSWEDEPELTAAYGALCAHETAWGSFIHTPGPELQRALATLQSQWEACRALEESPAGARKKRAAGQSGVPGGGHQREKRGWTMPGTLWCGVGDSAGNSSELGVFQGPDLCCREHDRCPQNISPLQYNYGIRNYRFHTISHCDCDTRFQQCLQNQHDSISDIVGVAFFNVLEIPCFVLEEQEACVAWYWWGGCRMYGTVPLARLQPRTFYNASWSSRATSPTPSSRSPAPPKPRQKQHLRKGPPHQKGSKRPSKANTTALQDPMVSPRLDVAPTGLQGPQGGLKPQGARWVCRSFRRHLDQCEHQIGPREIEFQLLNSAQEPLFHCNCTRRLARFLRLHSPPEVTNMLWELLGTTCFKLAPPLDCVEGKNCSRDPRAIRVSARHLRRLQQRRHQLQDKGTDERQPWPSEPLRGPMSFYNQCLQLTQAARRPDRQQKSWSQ
SMARCA2 act – activators of SMARCA2 function; AID 652017; MG213 cells, MMTV-luciferase reporter, dexamethasone, overnight; 370,000 tested, 1% active; activation, % at 9.1 µM; in the data active = activation above about 7.8%;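 note: 0% = vehicle wells and 100% = reference activator wells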
NPR1 activator – GC-A (human) enzyme activation | 370,000 tested, 0.14% active | activation, % at 10 µM | P16066 | HEK293 GC-A cells, cGMP TR-FRET, EC30 ANP; 0% at EC30 ANP, 100% saturating ANP | AID 1671463; in the data active = activation above about 40%
DAX1 inh-1 – inhibitors of human orphan nuclear receptor DAX1 (NR0B1); 340,000 tested, 0.99% active; inhibition, % at 6.75 µM; P51843; HEK293 Gal4-DAX1 luciferase reporter, luminescence; AID 504766;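 active = inhibition above the mean over all tested compounds plus 3 SD, cut at about 4.2% in these data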;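 note: 0% = DAX1-transfected cells with DMSO and 100% = empty-vector control cells with DMSO; inhibition shows as a rise in luminescence from relieved DAX1 repression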
Target sequence (P51843 207-470 limits assumed): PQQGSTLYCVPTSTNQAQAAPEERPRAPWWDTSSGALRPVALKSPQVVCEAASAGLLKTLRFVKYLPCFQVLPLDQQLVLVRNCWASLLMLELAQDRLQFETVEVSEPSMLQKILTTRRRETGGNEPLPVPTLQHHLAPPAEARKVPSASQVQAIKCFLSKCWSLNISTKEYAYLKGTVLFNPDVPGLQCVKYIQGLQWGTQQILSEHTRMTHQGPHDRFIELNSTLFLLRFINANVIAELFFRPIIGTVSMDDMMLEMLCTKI
DAX1 inh-2 – blocks DAX1 repression of SF-1 activated StAR promoter; HEK293T StAR-luciferase reporter, SF-1/DAX-1 repression relief; AID 652010; inhibition, % at 6.8 µM; 370,000 tested, 1.1% active;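 active = inhibition above the mean over all tested compounds plus 3 SD, cut at about 3.6% in these data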;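 note: 0% = DAX-1 cells with DMSO and 100% = cells lacking DAX-1 with DMSO; higher inhibition means more luminescence from relief of DAX-1 repression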
GAA850 FXN act – increases GAA850 frataxin promoter reporter activity; HEK293 lucGAA850 FXN promoter luciferase reporter, 24 h; percent of 10 µM SAHA response; activation, % at 6 µM; 360,000 tested, 0.56% active; AID 540364;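 active = activation above the average of all compounds screened plus 3 SD, cutoff fixed separately per campaign, cut at about 7.5% in these data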;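 note: 0% = DMSO wells and 100% = 10 µM SAHA wells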
* marks the source's active call; other numbers are inactive results; x = not tested or not shown.

The opening 2 entries, to show the layout:
SMILES	hgDAF12 agonist	GC-B act	ssDAF12 agonist	proKLK7 act	hcDAF-12 act	HGIII-sPLA2 inh	SMARCA2 act	NPR1 activator	DAX1 inh-1	DAX1 inh-2	GAA850 FXN act
CCOc1cc(CNS(=O)(=O)c2cn(C)cn2)cc(OCC)c1OCC	-0.6	3	-1.1	0.4	0.3	8	-3	4	1.5	-0.2	-1.9
CCOC(=O)Cc1csc(NS(=O)(=O)c2ccccc2)n1	0.3	3	-1.2	-0.2	-1.1	0	1	3	1.1	0.6	1.3

Main list, previewed entries included:
SMILES	hgDAF12 agonist	GC-B act	ssDAF12 agonist	proKLK7 act	hcDAF-12 act	HGIII-sPLA2 inh	SMARCA2 act	NPR1 activator	DAX1 inh-1	DAX1 inh-2	GAA850 FXN act
CCOc1cc(CNS(=O)(=O)c2cn(C)cn2)cc(OCC)c1OCC	-0.6	3	-1.1	0.4	0.3	8	-3	4	1.5	-0.2	-1.9
CCOC(=O)Cc1csc(NS(=O)(=O)c2ccccc2)n1	0.3	3	-1.2	-0.2	-1.1	0	1	3	1.1	0.6	1.3
CC(=O)Nc1ccc(NS(=O)(=O)c2cc(-c3n[nH]c(=O)c4ccccc34)ccc2C)cc1	-0.3	0	-0.4	-0.5	-0.3	-13	-2	5	1.9	-0.3	-0.2
CCN(C(=O)c1c(OC)cccc1OC)c1nnc(-c2cccnc2)s1	-0.4	4	-1.0	0.2	-0.1	-3	-1	1	0.6	-0.1	-1.3
Cc1ccc(/C=C/C(=O)NC(=S)Nc2ccccc2C(=O)NC2CCCCC2)cc1	-0.5	3	-1.0	-0.3	-1.4	1	0	7	-0.2	0.3	-0.5
O=C(CSCc1ccccc1Cl)Nc1c[nH]c(=O)[nH]c1=O	-2.3	-1	-1.4	-0.1	1.4	2	0	-1	-2.0	0.3	-3.4
CCCCOc1ccc(/C=C(\C#N)C(=O)NC2CC2)cc1	1.9	-4	-1.3	0.1	0.2	5	1	6	x	0.1	3.0
Cc1ccc(C(NC(=O)N2CCOCC2)C(Cl)(Cl)Cl)cc1F (stereo not given)	0.7	10	-1.4	0.4	0.5	3	-2	-3	-1.8	-0.3	-0.9
O=C1C(SCCO)=C(SCCO)C(=O)c2ccccc21	-8.0	-7	-1.7	0.5	-0.6	-4	-11	51*	-3.8	-6.1	-15
COc1c2ccoc2nc2c(OC)c(O)ccc12	3.1	0	-0.5	2.0	0.5	8	-3	-2	0.0	-0.6	-1.0
O=C(Nc1ccccc1Cl)c1cc(C2CCCN(C(=O)c3cccs3)C2)on1 (stereo not given)	1.0	-7	-1.3	0.1	-0.9	-8	-1	0	x	-1.7	0.2
CC(C)Cn1c(N)c(C(=O)CSc2nncs2)c(=O)n(C)c1=O	-0.1	2	-1.2	0.2	0.6	7	-4	-2	-0.6	-2.1	-0.8
CCN1CCN(c2ccc(S(=O)(=O)N3CCCCC3)cc2NC(=O)c2sccc2C)CC1	-4.4	7	-1.3	0.4	-1.3	-8	-2	6	-1.5	1.0	0.5
O=C(O)COc1ccccc1/C=N/NC(=O)CSc1nc2ccccc2n1Cc1ccc(Cl)cc1	2.8	-2	-0.3	0.5	1.3	-43	-1	1	-1.2	0.5	-1.2
CCCCn1c(=N)n(CC(O)COc2ccccc2)c2ccccc21 (stereo not given)	-0.5	-11	-1.7	0.0	0.6	6	0	-5	0.9	-1.2	-2.6
CN(C(=O)c1ccccc1-c1ccccc1C(=O)O)c1ccccc1	-1.4	6	-1.1	-0.6	0.5	-2	0	5	0.7	0.3	1.2
CC(Oc1ccc(Br)cc1)C(=O)N(C)CC(=O)Nc1ccc(N2CCOCC2)cc1 (stereo not given)	-0.7	-2	-0.5	0.0	-0.9	5	-2	-1	-0.6	-1.3	-1.5
CCN(CC)CCN(C(=O)c1ccc2c(c1)OCCO2)c1nc2cc(C)cc(C)c2s1	4.2	-14	-1.1	-0.6	-1.9	0	2	-11	0.1	-0.9	-0.2
Cc1ccccc1C(=O)NNC(=O)CSc1nc2ccccc2c(=O)[nH]1	2.3	-1	-1.7	-0.1	0.6	3	1	1	1.8	0.7	3.8
COc1cccc(-c2nnc3n2N=C(C(C)(C)C)CS3)c1	6.2	-5	-2.8	0.6	-4.6	-16	-5	1	-0.9	-2.8	-8.7
COC(=O)c1c(C)n(-c2ccc(C)cc2)c2ccc(O)cc12	-1.0	-4	-2.0	-0.4	-2.0	-10	-3	19	0.6	-0.1	2.7
COc1ccc(CN(C(=O)c2cc(=O)c3ccccc3o2)C2CCS(=O)(=O)C2)cc1 (stereo not given)	-1.4	-6	-1.5	-0.6	-0.5	2	0	-6	1.1	1.7	1.8
O=C(NCc1ccccn1)C(=O)NCC1OCCN1C(=O)c1ccc(Cl)cc1 (stereo not given)	-2.2	0	-1.5	-0.2	-1.3	7	0	3	0.2	-0.7	1.2
O=C(Nc1ccc2ccccc2c1)C(=O)C1C(=O)Nc2ccccc21 (stereo not given)	6.1	-7	0.4	0.3	4.8	-11	0	-4	x	-0.1	x
COc1ccc(/C=N/Nc2ccccc2)cc1Cn1nc(C)c([N+](=O)[O-])c1C	-2.6	-3	-0.8	-0.5	-0.1	12	5	1	-0.6	0.8	-0.1
COCCNc1nc2cc(-c3cccc(Cl)c3)sc2c(=O)n1C	2.3	-5	-1.1	-1.1	-1.2	-6	-3	10	x	0.5	7.1
O=C(COc1ccc2c(-c3ccccc3)cc(=O)oc2c1)NC(Cc1c[nH]c2ccccc12)C(=O)O (stereo not given)	4.3	0	-1.0	0.5	4.8	-91	0	5	1.0	0.0	1.4
O=C(Nn1cnnc1)C1Cc2ccccc2CN1S(=O)(=O)c1ccc(F)cc1 (stereo not given)	-0.1	2	-1.4	0.4	-1.2	4	-2	5	-0.7	-0.1	0.3
CCC1CCCCN1CCCNC(=O)c1c(O)nc2cc(C)ccn2c1=O (stereo not given)	-0.7	0	-1.4	1.3	-0.2	7	-3	4	1.0	0.0	2.5
CCc1ccc(Nc2nnc(SCC(=O)N(C)CC(=O)Nc3ccccc3CC)s2)cc1	-0.7	2	-2.3	-1.2	-1.7	-4	1	1	-0.1	-0.2	1.0
CCOC(=O)N1CCC(N(CCCOC)C(=O)Nc2cccc(OC)c2)CC1	-0.5	1	-1.5	-0.2	-1.3	4	0	2	-0.5	1.1	2.2
COc1ccc(C(F)(F)F)cc1N/C=C\c1nnnn1-c1ccccc1	4.1	1	-1.0	-20	-0.9	-12	-1	2	0.5	0.2	0.5
CCOC(=O)N1CCN(C(=O)C2CCN(Cc3nc(-c4ccccc4C)oc3C)CC2)CC1	-2.0	0	-1.4	0.8	-1.3	-6	-1	1	-0.9	-0.1	-0.4
O=C(CN(C(=O)c1csnn1)c1ccccc1Cl)NC1CCCC1	-1.4	3	-1.1	-0.1	-2.1	9	-1	3	0.1	-0.2	-0.7
Cc1ccnc(NS(=O)(=O)c2ccc(NC(=O)C34CC5CC(C)(CC(C)(C5)C3)C4)cc2)n1	-1.1	1	-1.3	0.2	-0.2	1	-1	1	0.0	1.4	0.8
O=C(O)Cc1c(-c2ccccc2)c2cc(Br)ccc2[nH]c1=O	1.0	0	-1.4	0.6	-0.7	1	-2	-2	0.0	0.3	2.6
CN=c1scc(-c2ccccc2F)n1/N=C/c1ccc(O)c(O)c1O	6.0	-12	0.6	0.1	7.2*	19	-1	-4	-2.3	3.1	-1.5
Cc1cnc(NC(=O)Cc2ccc(S(=O)(=O)N3CCOCC3)s2)s1	2.4	9	-0.1	-3.9	0.1	-33	0	0	2.1	0.4	1.3
CCOC(=O)c1cn2nc(Oc3cccc(C(F)(F)F)c3)ccc2n1	-0.5	0	-1.1	2.4	-0.6	0	0	1	0.4	-0.4	2.8
Cc1cc(C)cc(NC(=O)CSc2nc3nc(C)cc(C)c3c(=O)[nH]2)c1	2.8	2	-1.2	-0.1	0.0	4	0	2	0.2	0.7	-0.2
Cc1ccc(C(=O)OCc2ccc3c(c2)OCO3)cc1S(=O)(=O)N1CCCCC1	-2.7	3	-1.9	-0.1	-2.2	-37	-6	5	0.3	-2.1	0.1
CN1C(C(=O)Nc2ccc(OC(F)(F)F)cc2)=CC(c2ccco2)=NS1(=O)=O	1.9	2	-1.1	0.2	2.1	-4	0	-4	-0.7	0.8	-0.2
COc1ccc(N2CCN(C(=O)NC(=O)c3ccccc3)CC2)cc1	-1.3	2	-0.8	1.0	-0.1	-1	1	3	2.8	0.2	1.9
CC(NC(=O)OCc1ccccc1)C(=O)NCC(=O)NC(Cc1ccc(OC(C)(C)C)cc1)C(=O)OC(C)(C)C (stereo not given)	0.0	1	-0.9	-0.2	-0.7	-16	-2	4	1.3	-0.4	-3.6
O=C(CCN1CCCCC1)NCC1OCCc2ccccc21 (stereo not given)	0.4	4	-1.4	-0.2	-2.0	1	-1	2	-0.2	-0.2	-2.0
COc1ccc(OC)c(-n2c(SC)nnc2-c2c[nH]c3ccccc23)c1	-1.9	-8	-1.1	-0.4	-0.5	0	3	-15	1.5	-0.2	-0.1
COc1ccc(CCn2nnnc2C(C(C)C)N2CCN(c3ncccn3)CC2)cc1OC (stereo not given)	2.5	-10	-1.0	1.1	-1.0	1	-1	-1	-0.5	-0.3	2.5
COc1ccc(/C=N/NC(=O)c2cc3cc(OC)c(OC)cc3[nH]2)cc1	-1.4	0	-1.4	7.8	-2.5	-13	-2	-7	-1.6	-0.6	1.2
Cc1ccc(N(CC(=O)Nc2ccc(F)c(Cl)c2)S(=O)(=O)c2c(C)noc2C)cc1	1.0	-4	-1.2	0.4	-1.4	-1	-5	-2	-0.1	0.6	-0.2
CCOc1ccc(/C=N/OCC(=O)Nc2ccc(OCc3ccccc3)cc2)cc1OC	3.1	-1	0.2	-0.8	0.7	-5	1	1	3.2	-0.8	-1.8
Cc1ccc(NC(=O)c2cccc(OC(F)F)c2)c(OC(F)F)c1	0.6	0	-1.8	-0.1	0.1	-8	3	1	-0.8	0.6	-0.8
CCOC(=O)c1cn(CC)c2ccc(S(=O)(=O)N3CC(C)CC(C)C3)cc2c1=O (stereo not given)	-0.9	-3	-1.8	-0.4	-1.0	0	1	0	-0.3	1.1	2.6
CC(Oc1ccc2c3c(c(=O)oc2c1)CCCC3)C(=O)NCCN1CCOCC1 (stereo not given)	0.9	0	-0.7	0.8	-0.8	6	-2	-1	1.2	-0.6	3.9
CCc1ccc(N(CC(=O)N2CCCCCC2)S(C)(=O)=O)cc1	-3.2	-1	-2.1	0.0	-1.7	-1	-1	4	1.4	-0.3	1.0
Cc1ncc(CO)c(/C=N/NC(=O)c2ccoc2C)c1O	1.9	-32	-0.1	-65	0.4	5	0	-16	0.5	-0.4	2.7
Cc1ccc(N2CCN(C(=O)C(=O)c3cccc([N+](=O)[O-])c3)CC2)cc1	-4.7	-1	-0.9	0.0	-1.3	0	-4	0	x	-0.6	x
COc1ccc(C(NC(=O)CC(C)C)NC(=O)CC(C)C)cc1OC	0.8	4	-1.1	-0.3	0.6	0	1	-5	-0.3	0.0	1.3
